PTPN22 act: LYP (human) phosphatase activation; Q9Y2R2; AID 697; hit rate 0.11% among 96,000; activation, % at 2 µM; recombinant LYP, DiFMUP fluorescence; 0 = plate median, 100 = signal doubled;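 active means activation at 2 µM above a set limit, the mean plus 5 SD, cut at about 37% in these data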
Target sequence (Q9Y2R2 whole entry, looked up): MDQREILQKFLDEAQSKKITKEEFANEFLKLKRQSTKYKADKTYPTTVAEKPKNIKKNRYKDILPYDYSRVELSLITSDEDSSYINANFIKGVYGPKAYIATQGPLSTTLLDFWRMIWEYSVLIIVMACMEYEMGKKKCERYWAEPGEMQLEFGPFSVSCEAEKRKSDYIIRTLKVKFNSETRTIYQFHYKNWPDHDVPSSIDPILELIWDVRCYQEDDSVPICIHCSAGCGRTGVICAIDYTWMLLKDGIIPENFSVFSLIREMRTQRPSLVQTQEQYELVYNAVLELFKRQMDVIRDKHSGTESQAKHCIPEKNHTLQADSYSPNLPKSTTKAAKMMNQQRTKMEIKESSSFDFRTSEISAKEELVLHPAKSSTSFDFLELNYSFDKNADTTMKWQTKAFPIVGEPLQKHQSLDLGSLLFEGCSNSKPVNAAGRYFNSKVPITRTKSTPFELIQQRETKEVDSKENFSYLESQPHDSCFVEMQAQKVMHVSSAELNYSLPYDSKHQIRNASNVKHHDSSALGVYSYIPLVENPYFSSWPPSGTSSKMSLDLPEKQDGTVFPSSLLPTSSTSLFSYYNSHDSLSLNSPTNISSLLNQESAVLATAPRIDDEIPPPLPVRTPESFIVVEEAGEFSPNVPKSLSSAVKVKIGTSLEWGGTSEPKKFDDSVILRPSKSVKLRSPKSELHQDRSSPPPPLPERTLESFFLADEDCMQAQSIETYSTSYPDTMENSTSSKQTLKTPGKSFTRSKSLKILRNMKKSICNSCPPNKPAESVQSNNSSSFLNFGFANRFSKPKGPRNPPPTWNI
HIV Rev-RRE inh: HIV Rev-RRE protein-RNA interaction inhibition | Rev peptide-RRE RNA binding, FRET | inhibition, % at 8 µM | hit rate 0.79% among 97,000 | AID 704;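 active means inhibition above the screen-wide mean plus 3 SD, cut at about 35% in these data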;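 further: 0% = median DMSO wells and 100% = median Neomycin B control wells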
Target sequence (P05866 whole entry, looked up): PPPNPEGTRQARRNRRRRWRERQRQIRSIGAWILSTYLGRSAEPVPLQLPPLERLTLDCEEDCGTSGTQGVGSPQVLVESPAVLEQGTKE
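Material: labelled RRE RNA duplex and labelled Rev peptide / Buffer or medium: HEPES pH 7.5 salt buffer with EDTA / Compound dosing: single point, 8 µM final nominal compound concentration / Benchmarks: DMSO low control, neomycin B high control / Timing: 5 min preincubation and 15 min binding, 25 °C / Technique: FRET fluorescence readout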
F-actin modifier: cytoskeleton assembly modification. AID 836. inhibition, % at 2 µM. hit rate 0.18% among 91,000. HUVEC TNFa F-actin phalloidin imaging, high content;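 active means inhibition above the batch mean plus 3 SD and confirmed as a hit by visual image inspection, cut at about 30% in these data, passing the limit was not always enough; inconclusive means above the inhibition threshold but rejected on visual inspection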; further: strong numbers were not always called active
PLK1 inh: blocks human PLK1 kinase activity; recombinant PLK1 kinase, TR-FRET peptide phosphorylation; inhibition, % at 10 µM; hit rate 0.53% among 97,000;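 active means inhibition of 50% or more in the single-concentration screen; inactive means inhibition below 50%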;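 further: 0% = DMSO max control and 100% = H-89 dihydrochloride min control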
FAK blocker: inhibitors of human focal adhesion kinase; inhibition, %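 (tested at 7 µM)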; biochemical FAK kinase activity assay; AID 727; hit rate 0.84% among 97,000; in the data active means inhibition above about 19%;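 further: 0% = DMSO and 100% = reference compound high control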
PTK2B oligo ant: Pyk2 (human) oligomerization antagonism; Q293 cells, Pyk2 FERM NanoBiT luminescence; stronger effect = lower value; z-score (the deposit names both 25 µM and 10 µM); hit rate 0.83% among 99,000;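 active means Z-score of -3 or lower, scaled per plate to the spread of control and sample wells; inactive means z-score above -3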;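 further: negative z-score means lost luminescence so less FERM oligomerization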
Plk1 PBD FP: blocks phosphopeptide binding to human Plk1 polo box domain. P53350. Plk1 PBD phosphopeptide binding, fluorescence polarization. inhibition, %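 (tested at about 20 µM)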. hit rate 0.13% among 97,000. AID 693; in the data active means inhibition above about 34%, passing the limit was not always enough
PTPN22 inh 2: LYP (human) phosphatase inhibition | inhibition, % at 2 µM | Q9Y2R2 | hit rate 0.21% among 96,000 | AID 640 | recombinant LYP catalytic domain, DiFMUP fluorescence;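 active means inhibition at 2 µM at or above a set limit, the screen mean plus 3 SD, cut at about 24% in these data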;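 further: 0% = DMSO with enzyme and 100% = enzyme fully blocked by orthovanadate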
EphB4 ephrin blk: antagonists of human EphB4-ephrin-B2 interaction | P54760 | inhibition, % at 7 µM | hit rate 0.15% among 97,000 | AID 720 | EphB4 LBD / TNYL-RAW-Alexa532 peptide, fluorescence polarization;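 active means inhibition above the screen-wide mean inhibition plus 3 SD, cut at about 15% in these data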;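 further: 0% = DMSO wells and 100% = excess unlabeled TNYL-RAW peptide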
The depositor's hits bear a star; u = inconclusive; x = no result given. Hits appear at their usual frequency; any-hit rate near 3.5%.

SMILES	PTPN22 act	HIV Rev-RRE inh	F-actin modifier	PLK1 inh	FAK blocker	PTK2B oligo ant	Plk1 PBD FP	PTPN22 inh 2	EphB4 ephrin blk
CC(Oc1cccc(Cl)c1)C(=O)Nc1cc(=O)n(C)c(=O)n1C (stereo not given)	-16	4	-11	0	7	0.85	8	19	-2
O=C(CN1CCOCC1)Nc1ccc(Oc2ccc(NC(=O)CN3CCOCC3)cc2)cc1	-2	4	4	-69	1	0.41	22	1	1
CCOc1ccc2[nH]c(C)cc(=O)c2c1	-4	9	2	-15	-1	x	31	3	-5
COCCCNC(=O)c1ccc2c(c1)CCN2S(C)(=O)=O	12	5	8	-9	-1	0.96	5	-12	9
Cc1nc2sc(C(c3cccc(F)c3)N3CCOCC3)c(O)n2n1 (stereo not given)	10	6	20	-10	-1	0.14	4	-15	5
Cc1c(C(Nc2ccccn2)c2ccccc2)c(=O)n(-c2ccccc2)n1C (stereo not given)	0	0	13	-11	-1	1.3	14	-4	0
Cn1c(CN2CCOCC2)nnc1SCC(=O)Nc1nccs1	6	10	1	-2	2	0.51	-7	-8	-2
OCCN(CCO)Cc1ccc(Br)cc1	1	5	0	5	-1	0.2	-4	-1	-7
CC1CCN(CC(=O)Nc2cccc([N+](=O)[O-])c2)CC1	-7	1	-10	0	-1	1.4	12	10	-4
O=C(Nc1ccccc1)ON=C1c2ccccc2-c2ccccc21	-3	11	-1	3	41*	0.32	21	5	1
CCOc1ccc(NC(=O)C2CC(C)=C(C)CC2C(=O)O)cc1 (stereo not given)	-6	6	-3	4	-2	0.98	-4	3	2
Cc1occc1C(=O)NNC(=O)C(c1ccccc1)c1ccccc1	10	6	12	-11	2	0.45	2	-6	3

Quoted at random: two compounds from above
SMILES	PTPN22 act	HIV Rev-RRE inh	F-actin modifier	PLK1 inh	FAK blocker	PTK2B oligo ant	Plk1 PBD FP	PTPN22 inh 2	EphB4 ephrin blk
COCCCNC(=O)c1ccc2c(c1)CCN2S(C)(=O)=O	12	5	8	-9	-1	0.96	5	-12	9
OCCN(CCO)Cc1ccc(Br)cc1	1	5	0	5	-1	0.2	-4	-1	-7

(cont.)
SMILES	PTPN22 act	HIV Rev-RRE inh	F-actin modifier	PLK1 inh	FAK blocker	PTK2B oligo ant	Plk1 PBD FP	PTPN22 inh 2	EphB4 ephrin blk
COCCn1nnnc1C(c1ccccn1)N1CCN(c2cc(C)ccc2C)CC1 (stereo not given)	6	7	-2	-11	-2	0.86	7	-7	-11
Cc1cccc(N2C(=O)CSC2c2cccnc2)c1 (stereo not given)	1	12	-7	-6	-1	-1.3	2	-2	4
C/C(=N\Nc1ccc([N+](=O)[O-])cc1)c1cccc(N)c1	-7	13	2	-4	-1	-2.2	-5	9	-4
COc1ccccc1OC(=O)c1ccc(SC)cc1OC	-11	10	x	-3	15	-0.85	8	15	11
CCCN(CCC(=O)Nc1ccccc1F)CC1CC1	2	7	-4	-12	0	0.34	-4	-5	2
Cc1n[nH]c(C)c1S(=O)(=O)N1CCCC(C(=O)Nc2ccc3c(c2)OCCO3)C1 (stereo not given)	4	4	-5	0	2	x	20	-5	-5
Cc1ccc2nc(N3CCN(S(=O)(=O)c4ccc(C)c(Cl)c4)CC3)c(C#N)cc2c1	-8	17	x	0	17	-0.63	20	8	-10
Cc1sc2ncn(C(C)C(=O)OC3CCCCC3)c(=O)c2c1C (stereo not given)	-2	10	10	-10	4	-0.93	-11	-2	-3
COc1cccc(CNC(=O)CCS(=O)(=O)c2cccc3nsnc23)c1	-5	3	-14	4	2	1.7	-47	5	1
COc1cc(C2NC(=S)NC(c3ccccc3)=C2C(C)=O)cc(Cl)c1OCC(=O)O (stereo not given)	-10	-1	22	-8	0	0.69	7	14	6
O=c1[nH]c2ccccc2n2c(-c3ccccc3)nnc12	3	7	-10	9	1	0.98	-6	-5	0
FC(F)(F)c1cnc2c(-c3ccc(Cl)cc3Cl)noc2c1	-5	10	4	-10	-1	-1.2	-28	6	-3
CC1(c2ccccc2Cl)NC(=O)N(CC(=O)NC(=O)NCc2ccco2)C1=O (stereo not given)	-15	2	24	-9	6	-0.15	20	12	7
Cc1cc(C)n(Cc2cccc(F)c2)c(=O)c1C#N	-10	6	-30	3	3	1.1	-3	8	9
O=C(CSc1nnc(-c2ccco2)n1Cc1ccccc1)NC(=O)NCc1ccco1	-11	3	2	-9	4	0.06	-1	9	-7
Cc1ccc(NC(=O)c2cc(NC(=O)c3ccco3)ccc2N2CCOCC2)cc1Cl	-4	8	-9	-16	-1	0.01	-17	7	3
CC(=O)NC(Cc1ccc(F)cc1)C(=O)O (stereo not given)	9	1	x	-2	1	1.8	0	-11	-6
CCCc1nc2sc(C(=O)OCC)c(N)c2c2c1COC(C)(C)C2	7	11	-6	-7	-1	-0.95	-18	-4	-2
N#Cc1ccccc1Cn1cc(C#N)c2ccccc21	-8	7	17	-7	5	-0.65	1	8	1
Fc1ccc(C2=Nn3c(Cc4ccccc4)nnc3SC2)cc1	1	4	13	-7	-2	-0.72	-26	-5	-1
CC12CC(NC(=O)N1c1cccc(C(=O)N3CCN(c4ccccn4)CC3)c1)c1ccccc1O2 (stereo not given)	-3	7	-5	-4	0	0.45	-15	0	-5
O=C(CN1C(=O)C2C3C=CC(C3)C2C1=O)NCC1COc2ccccc2O1 (stereo not given)	-5	7	-24	-11	0	0.58	-3	3	-6
Cc1cc(NC(=O)C2C3C=CC(C3)C2C(=O)O)no1 (stereo not given)	14	-2	u	-22	1	0.47	-17	-17	2
CC1=C(C(N)=O)C(c2cccnc2)n2nc(-c3cccc(Cl)c3)nc2N1 (stereo not given)	-14	5	26	1	9	-1.5	-2	14	8
O=C(O)C1C2C=CC(C2)C1C(=O)NC1CCN(Cc2ccccc2)CC1 (stereo not given)	-4	2	-4	-13	1	0.05	9	3	15
CCCSc1nc(C)cc(C)c1S(=O)(=O)c1ccccc1C	2	17	10	-1	2	-1.8	-26	2	1
Cc1cccc(C(=O)Nc2cc(OCc3cccc(F)c3)c(Cl)cc2Cl)c1	5	13	-8	-6	9	0.75	4	-2	4
O=C(ONC1=NCCCCC1)c1ccc(Cl)cc1	3	6	0	-14	-1	-0.11	-11	-1	-2
CCN1CCN(Cc2c(C)[nH]c3ccc(OC)cc3c2=O)CC1	-10	1	5	1	-2	-0.66	-10	11	-3
CC(/C=N/NC(=O)c1cccc([N+](=O)[O-])c1)=C\c1ccccc1	1	1	-31	-11	-1	-0.17	-1	1	-7
COc1ccc(N2C(=O)CC(SCC(=O)O)C2=O)cc1 (stereo not given)	-1	5	-14	-6	-1	0.87	16	2	1
Cc1ccc2c(c1)C1(SCCS1)C(=O)N2	1	2	-11	-10	-1	0.13	24	0	-4
COc1ccc(CNC(=O)C2COc3ccccc3O2)c(OC)c1 (stereo not given)	6	6	18	-2	-2	-0.6	32	-7	2
CN1CCc2nc3sc(C(=O)C45CC6CC(CC(C6)C4)C5)c(N)c3cc2C1	-13	25	18	-3	51*	-0.02	-17	12	-4
Cc1cccc(N(CC(=O)N2CCCC2)S(=O)(=O)c2ccccc2)c1	-8	6	-9	-10	4	0.65	18	6	6
COc1ccccc1NC(=O)N1CCC(c2nnc(SCC(N)=O)n2C)CC1	-8	8	3	-6	11	1.5	-16	6	10

Looked up above:
Cc1ccc2c(c1)C1(SCCS1)C(=O)N2 in PTK2B oligo ant has 0.13
COc1ccc(CNC(=O)C2COc3ccccc3O2)c(OC)c1 (stereo not given) in F-actin modifier has 18
COc1ccccc1NC(=O)N1CCC(c2nnc(SCC(N)=O)n2C)CC1 in FAK blocker has 11
CN1CCc2nc3sc(C(=O)C45CC6CC(CC(C6)C4)C5)c(N)c3cc2C1 in Plk1 PBD FP has -17
Cc1cccc(C(=O)Nc2cc(OCc3cccc(F)c3)c(Cl)cc2Cl)c1 in PLK1 inh has -6
CC(/C=N/NC(=O)c1cccc([N+](=O)[O-])c1)=C\c1ccccc1 in EphB4 ephrin blk has -7
O=C(O)C1C2C=CC(C2)C1C(=O)NC1CCN(Cc2ccccc2)CC1 (stereo not given) in FAK blocker has 1

Going on with the list.
SMILES	PTPN22 act	HIV Rev-RRE inh	F-actin modifier	PLK1 inh	FAK blocker	PTK2B oligo ant	Plk1 PBD FP	PTPN22 inh 2	EphB4 ephrin blk
CCCOC(=O)c1ccc(NS(=O)(=O)c2cccs2)cc1	1	-1	2	-7	-70	-1.9	-8	-1	-5
Cc1cc(C)c2c3c(sc2n1)C(=O)N(C)CC(=O)N3	8	1	47	15	3	0.33	10	-8	-4
CC1(C)CC(=O)C(C=NCCN2CCN(C(=S)Nc3cccc(Cl)c3)CC2)=C(O)C1	1	2	-40	-9	-9	-0.38	-12	2	-11
CC(C)(CNC(=O)c1cc(=O)[nH]c2ccccc12)N1CCOCC1	-5	2	0	-3	2	-0.02	-21	5	-1
CO/N=C(\Cn1ncc(N2CCCC2)c(Br)c1=O)c1ccc(Cl)cc1	5	8	10	-9	8	-0.78	-10	-3	2
O=C1c2ccccc2C(Nc2ccc(Cl)cn2)N1c1ccccn1 (stereo not given)	7	0	7	0	-2	x	8	-10	-4
O=C(NCc1ccccc1)C(c1ccccc1)N(Cc1cccs1)C(=O)c1cnccn1 (stereo not given)	10	9	15	-6	5	-1.9	2	-6	1
COCCCn1c(SCC(=O)n2c(C)c(C)c3ccccc32)nnc1-c1ccoc1C	8	3	-1	-8	1	0.55	-13	-10	-4
O=C(COc1ccccc1Cl)N1CCN(c2ccc(F)cc2)CC1	-10	9	2	-3	-4	1.5	23	8	3
CCC(C)NCC(=O)Nc1ccc(-c2nc3cc(NC(=O)CNC(C)CC)ccc3o2)cc1 (stereo not given)	7	13	-6	-19	-2	0.58	-5	-10	-9
COc1ccccc1NC(=O)N(Cc1ccco1)Cc1cc2cccc(C)c2[nH]c1=O	2	4	-7	-9	-1	0.2	-3	-4	3
COc1ccccc1Nc1nc(N)nc(CN2CCC(Cc3ccccc3)CC2)n1	-7	16	10	-11	0	0.41	10	7	4
Cc1cccc(NC2=NC3(CCCCC3)N=C(N)N2)c1C	4	-13	12	-4	-3	-0.5	-7	-5	-5
Cc1cc(C)c(NC(=O)CS(=O)CC(=O)NCC2CCCO2)c(C)c1 (stereo not given)	9	6	-8	-9	-3	0.35	-5	-8	3
COc1cc(C(=S)N2CCOCC2)cc(OC)c1OC(=O)c1cc([N+](=O)[O-])cc([N+](=O)[O-])c1	-4	4	8	-1	3	-0.54	-3	6	1
Cc1csc(SC(C)C(=O)Nc2ccc(S(=O)(=O)N3CCCC3)cc2)n1 (stereo not given)	13	5	10	0	-2	-0.33	23	-8	-2
COc1ccc(N2CCN(C(=O)CN3C(=O)C4CC=CCC4C3=O)CC2)cc1 (stereo not given)	-8	3	-2	8	-1	-0.05	2	3	8
O=C(Nc1ccccc1N1CCOCC1)c1ccccc1[N+](=O)[O-]	2	1	3	-11	-4	1.7	11	1	-2
O=C(O)COc1ccc(Br)cc1/C=C1/SC(=O)N(CC(=O)N2CCCC2)C1=O	-2	8	5	-10	-3	0.56	-13	-2	7
COc1cccc(Cn2c(Oc3cccc(C)c3)nc3c2c(=O)n(C)c(=O)n3C)c1	-4	4	-11	0	12	-1.8	-6	2	4
CC1CCCC(N2C(=O)NC(NC(=O)c3ccco3)(C(F)(F)F)C2=O)C1C (stereo not given)	-6	8	-6	-11	4	0.24	18	5	8
COC(=O)C1=C(C)N(C)C(=O)NC1c1ccc(C)cc1 (stereo not given)	7	11	18	-1	-2	0.14	7	-9	9
Cc1ccn2c(/C=N/OCc3ccc(F)cc3)c(-c3ccc(Cl)cc3)nc2c1	0	10	-9	-5	-2	0.32	10	4	0
Cc1oc(C(=O)Nc2ccc(C(=O)O)cc2)cc1COc1ccccc1	-13	9	x	-7	-2	1.3	20	15	8
O=C(N/N=C/c1ccc(OCC(=O)N2CCCCC2)cc1)c1ccccc1	9	-3	-14	-12	-1	-0.46	-2	-6	-7
COc1ccc(C=NC(CO)C(O)c2ccc([N+](=O)[O-])cc2)cc1 (stereo not given)	-7	13	26	-13	10	-0.09	7	7	1
